Dicer processing: inhibitors of Dicer pre-microRNA processing, primary screen, biochemical, cat-ELCCA, chemiluminescence; Endoribonuclease Dicer (Homo sapiens), Q9UPY3; cat-ELCCA pre-miR-21 Dicer processing; stronger effect = higher value; hit rate 6% among 47,000; AID 1347074, 2019; z-score at 25 µM; in the data active = z-score above about 3, passing the limit was not always enough;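 also: plate controls were vehicle for no effect and no enzyme for full effect; higher signal means more uncleaved substrate so more Dicer inhibition; strong numbers were not always called active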
The depositor's hits bear a star. An excerpt; the hit share may differ from the screen's.

smiles	Dicer processing
O=C(O)C1CC(=O)N(CCc2ccc(Cl)cc2)C1 (configuration not stated)	0.32
CSC1=NCCN1C(=O)c1ccc(Cl)cc1	-0.28
CCCOC(=O)C1=C(C)NC2=C(C(=O)CC(C)(C)C2)C1c1ccncc1 (configuration not stated)	0.58
CCSCCOC(=O)C1=C(C)NC2=C(C(=O)CC(C)(C)C2)C1c1cccc(O)c1 (configuration not stated)	0.47
CC1(C)CC(=O)C2=C(C1)Nc1nc(-c3cccc(Cl)c3)nn1C2c1ccc2c(c1)OCO2 (configuration not stated)	2.23
COC(=O)c1sccc1N/N=C(\C#N)S(=O)(=O)c1cccs1	7.18
NC(=O)C1(NC2CCCCC2)CCCCC1	-0.47
Cc1cccc(OCc2nc(-c3ccccn3)no2)c1	3.47
COc1cc(C(=O)NNC(=O)Nc2c(-c3c(Cl)cccc3Cl)noc2C)cc(OC)c1OC	-0.06
CCOC(=O)NC(=S)NC(=O)C(C)(C)C	-0.41
CNC(=S)NNC(=O)CSc1nnc(-c2ccc(C(C)(C)C)cc2)n1CCCOC	-0.65
Cc1cc(C)c(N=C(NN)N(C)C)cc1C	-1.2
CC(C)=C1C(=O)NN(c2ccccc2)C1=O	-0.95
CCOC(=O)c1c(C)c(C#N)c(-n2cccc2)n1-c1ccc(C)cc1	-0.09
CCOC(=O)c1ccc(N2CC3CCCCN3C2c2cccc(OC)c2O)cc1 (configuration not stated)	-0.3
O=C(Oc1ccc(Cl)cc1)c1c(-c2ccccc2)nnc2ccccc12	-1.64
O=C(Nc1ccc(F)cc1F)c1cccnc1Sc1cccs1	-1.08
COC(=O)c1ccc2[nH]c(C)c(CN(C)C)c(=O)c2c1	1.87
CC(CN1CCN(Cc2ccccc2)CC1)N(C(=O)c1ccoc1)c1ccccn1 (configuration not stated)	1.53
O=C(Cn1c(=O)sc2ccccc21)Nc1nnc(SCC(=O)N2CCOCC2)s1	-0.2
C=CC(=O)NC(=S)Nc1ccc(S(=O)(=O)Nc2cc(C)on2)cc1	-0.18
CC(C)(C)S(=O)(=O)C/C(N)=N/OS(=O)(=O)c1ccc(Cl)c(Cl)c1	-1.31
CCOC(=O)c1c(NC(=O)c2cc3ccccc3c(=O)o2)sc2c1CCC(CC)C2 (configuration not stated)	0.08
CN1C2=C(C(=O)CCC2)C(c2ccc(O)cc2)C2=C1CCCC2=O	-1.31
Cc1c2c(=O)n(-c3nc4ccccc4s3)nc-2cc(O)n1CCc1c[nH]c2ccccc12	1.54
O=C(O)CSc1nnc(-c2ccncc2)o1	1.13
CC(=O)Oc1ccc2c(=O)c(-c3nc4ccccc4n3C)c(C)oc2c1	1.36
Cc1ccc2cc(-c3noc(-c4ccccc4F)n3)c(=O)[nH]c2c1	1.13
CCOC(=O)c1sc(SCc2cccc(Cl)c2)c(S(=O)(=O)C(C)C)c1-n1cccc1	0.85
O=C(c1ccco1)N1CCCn2c(SCc3ccccc3)nnc21	0.4
CCOc1cc(C2C(C#N)=C(C)NC3=C2C(=O)CC(c2ccccc2)C3)ccc1OC(C)=O (configuration not stated)	0.1
O=C1c2ccccc2C(=O)N1CN1CCC(CCCC2CCN(CN3C(=O)c4ccccc4C3=O)CC2)CC1	2.46
N#C/C(=C\N1CCc2ccccc21)S(=O)(=O)c1ccc(C(F)(F)F)cn1	0.84
CC(C)(CO)NCc1cc(Br)ccc1OCc1ccccc1	-0.4
OCCN1CCN(CC/C=C2/c3ccccc3Sc3ccc(Cl)cc32)CC1	-0.54
COc1ccc(Oc2coc3cc(OCCCc4ccccc4)ccc3c2=O)cc1	-1.96
CC(C)CCNc1nc2c(c(=O)[nH]c(=O)n2C)n1C(C)C	0.52
COc1ccc(C(=O)O)c(OCC(=O)O)c1	-1.76
Cc1nnc(SCC(=O)Nc2cccc(C(F)(F)F)c2)n1-c1ccc2c(c1)OCCO2	-0.79
CCCc1nc2sc3c(NCCCO)ncnc3c2c2c1CCCC2	-0.39
Cc1ccc(Cl)cc1NC(=S)NN	0.98
CCn1c2ccccc2c2cc([N+](=O)[O-])ccc21	-0.68
O=c1c(C=Nc2ccccc2)c(O)c2cccc3c2n1CCC3	0.75
CN1CCC2(N3CCOCC3)C(C1)N=NN2c1cc(C(F)(F)F)cc(C(F)(F)F)c1 (configuration not stated)	0.39
Cc1cc(Nc2ccc(C)c(Br)c2)n2ncnc2n1	-0.51
S=C(Nc1cccc(Cl)c1)N1CCc2ccccc2C1	0.41
CCC(=O)c1cn(CC(=O)O)c2ccccc12	-0.26
CSc1sc(-c2ccn[nH]2)c(-c2ccccc2)c1C#N	0.25
Cc1ccc(S(=O)(=O)NC2=NCN(C3CCCCC3)CN2)cc1	2.34
CN1NC(c2ccc(Cl)cc2)/C(=N\OC(=O)c2ccc(Cl)cc2)SC1=S (configuration not stated)	-0.02
C=CCNC(=S)N1CCc2c([nH]c3ccccc23)C1C(F)(F)F (configuration not stated)	0.09
CCOC(=O)/C(C#N)=C(\N=C(/N)c1ccc(C(F)(F)F)cc1)Nc1ccc(Cl)cc1	0.59
CC(=O)OCC12COC(c3ccccc3OC(C)=O)C(C(C)=CC1C)C2C (configuration not stated)	1.9
COc1ccc([N+](=O)[O-])c(OC)c1C(=O)NC(=O)Nc1nc(C)nc(C)n1	-0.79
Cc1nn(C)cc1CNC(=O)c1cnn2c(C(F)(F)F)cc(-c3ccc(Br)cc3)nc12	1.31
O=C1c2cccc3c(Cl)ccc(c23)C(=O)N1c1cccc(O)c1	2.84

The list goes on.
smiles	Dicer processing
Cc1c(Cl)cccc1NC(=S)N1CCCCC1CCN1CCCCC1 (configuration not stated)	1.21
COc1ccc(C2C3CCc4ccccc4C3=NN2CCOC(=O)C2CC2)cc1 (configuration not stated)	4.84*
O=C(NNS(=O)(=O)c1ccc(Cl)c(Cl)c1)c1sccc1-n1cccc1	-0.82
CC(C)(C)OC(=O)NCCNc1ccc(C(F)(F)F)cc1N1C(=O)CC2(CCCC2)C1=O	-1.13
O=C(NC(=S)Nc1c(Cl)cccc1Cl)c1ccccc1	0.31
O=C(CC1(O)C(=O)N(CCCc2ccccc2)c2ccccc21)c1ccccc1 (configuration not stated)	0.24
O=c1c(C2CCCCC2)c(O)c2cccc3c2n1CCC3	-0.77
Cc1cccc(Cl)c1NC(=S)NC1CCCC1	-0.44
COc1ccc2c(c1)SC1=NC(=O)C(Cc3ccccc3)C(=O)N12 (configuration not stated)	1.6
Clc1ccccc1CN1CCN(C2CCCCC2)CC1	1.11
CSCCC(NC(=O)c1occc1C)C(=O)O (configuration not stated)	0.31
Cc1cc(NCCCn2ccnc2)n2c(nc3ccccc32)c1C#N	2.68
N#Cc1c(N2CCOCC2)nsc1-c1ccccc1Cl	0.25
CC(O)CNc1ncnc2scc(-c3ccccc3)c12 (configuration not stated)	-0.78
CC1(C)Cc2c(sc(NC(=O)C(c3ccccc3)c3ccccc3)c2C#N)CO1	4.48*
CCCc1cc(=O)[nH]c(/N=C(\N)Nc2cc(Cl)cc(Cl)c2)n1	1.71

No new results follow: entries from further up.
smiles	Dicer processing
Clc1ccccc1CN1CCN(C2CCCCC2)CC1	1.11
CSCCC(NC(=O)c1occc1C)C(=O)O (configuration not stated)	0.31
Cc1cc(NCCCn2ccnc2)n2c(nc3ccccc32)c1C#N	2.68
N#Cc1c(N2CCOCC2)nsc1-c1ccccc1Cl	0.25
CC(O)CNc1ncnc2scc(-c3ccccc3)c12 (configuration not stated)	-0.78
CC1(C)Cc2c(sc(NC(=O)C(c3ccccc3)c3ccccc3)c2C#N)CO1	4.48*
CCCc1cc(=O)[nH]c(/N=C(\N)Nc2cc(Cl)cc(Cl)c2)n1	1.71

New compounds follow
smiles	Dicer processing
CC(C)(C)c1cc(NC(=O)Nc2ccc(Cl)cc2Cl)no1	-1.16
Cc1oc(S(=O)(=O)N2CCCCC2)cc1C(=O)Nc1ccc2c(c1)OCO2	-0.18
CCN1C(=O)c2cccc3c(S(=O)(=O)NCCCCCC(=O)O)ccc1c23	-2.87
CCc1ccc(C2C3=C(Nc4c2c(=O)[nH]c(=O)n4CCCOC)c2ccccc2C3=O)cc1 (configuration not stated)	0.52
CN(C)CCn1c2c(c3ccccc31)CCCn1cnnc1-2	-0.51
O=C(O)C1C2C=CC(O2)C1C(=O)Nc1ccc2c(c1)OCCO2 (configuration not stated)	-1.3
O=C(Nc1ccc(OC(F)(F)F)cc1)C1CCc2ccccc2O1 (configuration not stated)	-1.82
CCC(C)(C)c1ccc(OCC(=O)Nc2ccc(Cl)c(N)c2)c(C(C)(C)CC)c1	-0.58
CCCn1c2ccccc2c2nnc(SC(CC)C(=O)Nc3cc(C)on3)nc21 (configuration not stated)	-1.45
O=S(=O)(c1ccc(-c2ccc(S(=O)(=O)N3CCCC3)s2)s1)N1CCCC1	-0.73
CCOc1nc(-c2ccc(OC)cc2)ccc1-c1noc(C)n1	0.66
CCn1c2c(c(=O)[nH]c1=O)C(c1cccc3ccccc13)C1=C(N2)c2ccccc2C1=O (configuration not stated)	3.38*
CCCn1c(=O)c2c(ncn2C)n(CCC)c1=O	2.49
CCCCOC(=O)C1=C(C)NC2=C(C(=O)CCC2)C1c1ccc(Br)cc1 (configuration not stated)	0.57
COc1cc2c(cc1OC)C(C)N(C(=O)CCCC(=O)O)CC2 (configuration not stated)	1.18
CC(=O)c1cc(-c2ccc(Cl)cc2)oc1C	-3.04
O=C(COc1ccc(S(=O)(=O)NC2CCCCC2)cc1)NCC1CCCO1 (configuration not stated)	-0.27
Nc1nc2c(c(=O)[nH]1)C(c1cccc(Br)c1)CC(=O)N2 (configuration not stated)	0.8
COc1ccc(-c2nc(C#N)c(N3CCCCC3)o2)cc1	-0.28
CCOC(=O)c1cc(-c2ccccc2)sc1NC(=S)OCC	-0.32
COc1ccc(Cl)cc1S(=O)(=O)NCc1ccccn1	0.71
O=C(NCc1ccccc1Cl)c1nc2c(nnn2CC2CCCO2)c(=O)[nH]1 (configuration not stated)	1.47
NS(=O)(=O)c1cc2c(cc1Cl)NC(C(Cl)Cl)NS2(=O)=O (configuration not stated)	1.08
Cc1cc(NC(=O)Nc2ccccc2)no1	1.49
O=C1/C(=C\c2ccc(Cl)c(Cl)c2)SC(=S)N1c1ccc(F)c(F)c1	0.62
CC(C)(C)OC(=O)N[C@@H](CCC(=O)OCc1ccccc1)C(N)=O	0.06
CCCn1c(SCCO)nc2ccccc21	0.15
Cc1onc(-c2c(Cl)cccc2Cl)c1C(=O)NCCSC1=NCCN1	0
Nc1ccc(Oc2ccc(Br)cc2)cc1	1.71
O=C1CC2(CCCC2)CC(=O)N1Cc1csc2ccccc12	0.57
Cc1cc(C)c2c(c1)NC(=O)C2(O)CC(=O)c1cccs1 (configuration not stated)	3.44*
Cc1ccccc1NC(NC(=O)c1ccccc1)(C(F)(F)F)C(F)(F)F	-0.49
CCOC(=O)C1C2C=CC3(CN(c4ccc(OC)cc4)C(=O)C13)O2 (configuration not stated)	0.88
Cc1nnc2n1NC(c1ccc(F)cc1)C(C(=O)N1CCOCC1)S2 (configuration not stated)	0.61
Oc1ccccc1C1=NN2C(C1)c1cc(Cl)ccc1OC2c1ccncc1 (configuration not stated)	2.58
CN(C)c1ccc(NS(=O)(=O)c2ccc(-c3csnn3)cc2)cc1	6.99*
CC1Oc2ccc(C(=O)c3cc4ccccc4o3)cc2NC1=O (configuration not stated)	-1.2
Cc1ccc(N2CC34C=CC(O3)C(C(=O)O)C4C2=O)cc1 (configuration not stated)	0.01
CC[C@@H](C)[C@H]1O[C@]2(CC[C@@H]1C)C[C@@H]1C[C@@H](C/C=C(\C)[C@@H](O[C@H]3C[C@H](OC)[C@@H](O[C@H]4C[C@H](OC)[C@@H](O)[C@H](C)O4)[C@H](C)O3)[C@@H](C)/C=C/C=C3\CO[C@@H]4[C@H](O)C(C)=C[C@@H](C(=O)O1)[C@]34O)O2	-0.44
CC(C)COC(=O)COc1ccc2c(=O)c(-c3ccccc3)coc2c1	-0.65
O=c1c(-c2ccccc2)c(O)c2cccc3c2n1CCC3	0.11
CCOC(=O)c1cc(C)ccc1NC(=O)c1ccc(Cl)cc1	-0.46
COc1cc2nc(/C=C/c3ccccc3)oc(=O)c2cc1OC	0.14
O=C(Nc1nccs1)c1cc2ccccc2o1	-3.46
S=c1[nH]nc(Cc2ccsc2)n1Cc1ccccc1	-0.65
N#Cc1c(-c2ccc(Cl)cc2)csc1S(=O)C1CCCCC1 (configuration not stated)	-2.31
CCOC(=O)c1c(S(=O)(=O)Nc2ccccc2)c(-c2ccccc2)n(-c2ccccc2)c1C	-0.18
Cc1ccccc1CO/N=C\c1[nH]ncc1Br	0.24
C=CCSc1c2c(c(C#N)c3nc4ccccc4n13)CCC2	-1.91
CCOc1ccc(C2C3=C(CC(C)(C)CC3=O)Nc3cc4c(cc32)OCO4)cc1 (configuration not stated)	2.86
O=C(NC1CCN(C(=O)c2cccnc2Oc2ccccc2)CC1)c1ccccc1	-0.43
CCOC(=O)/C=C(/Nc1ccccc1SC)c1ccccc1	8.79
Cc1ccccc1NC(=O)NCCc1ccccc1	0.42

Screens from PubChem.
